RAD52 inh: RAD52 DNA annealing inhibitors, primary screen, biochemical, FRET, single point, set 2 | DNA repair protein RAD52 homolog (Homo sapiens), P43351 | recombinant RAD52 DNA annealing, FRET fluorescence | inhibition, % at 18.7 µM | hit rate 0.46% among 360,000 | AID 651710, 2012;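 active means every replicate showing at least 50% inhibition; inconclusive means mean inhibition at least 50% but not in every replicate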
Target sequence (P43351 whole entry, looked up): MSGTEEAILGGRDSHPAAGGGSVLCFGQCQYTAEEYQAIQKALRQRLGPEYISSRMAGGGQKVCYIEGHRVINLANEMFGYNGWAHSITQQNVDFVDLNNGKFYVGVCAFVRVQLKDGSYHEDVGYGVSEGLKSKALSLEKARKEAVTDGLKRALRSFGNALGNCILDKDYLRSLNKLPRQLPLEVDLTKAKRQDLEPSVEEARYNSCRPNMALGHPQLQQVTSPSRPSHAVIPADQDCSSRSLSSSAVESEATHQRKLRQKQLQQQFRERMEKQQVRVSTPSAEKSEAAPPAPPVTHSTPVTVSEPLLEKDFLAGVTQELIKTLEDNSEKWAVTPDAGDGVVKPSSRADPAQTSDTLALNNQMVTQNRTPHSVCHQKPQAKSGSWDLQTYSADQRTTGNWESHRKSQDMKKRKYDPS
ERp5 block: inhibitors of ERp5-driven insulin aggregation, primary screen, biochemical, turbidity, absorbance 650 nm, single point; hit rate 0.05% among 350,000; AID 651711, 2012; Protein disulfide-isomerase A6 (Homo sapiens), Q15084; 90 min; inhibition, % at 9.99 µM;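 active means mean replicate inhibition above about 25%, with every replicate also reaching it, limit read from the data, passing the limit was not always enough; inconclusive means only one of those two criteria met; inactive means neither criterion met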
ERAP1 HTS inh: human ERAP1 aminopeptidase inhibitors, primary screen, biochemical, single point, plate reader; Endoplasmic reticulum aminopeptidase 1 (Homo sapiens), Q9NZ08; recombinant ERAP1, Leu-AMC fluorescence, 60 min; inhibition, % at 10.7 µM; hit rate 0.15% among 340,000;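 active means mean replicate inhibition of at least 30%, or all replicates individually reaching that 30% level; inactive means mean below 30% and not every replicate reaching it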;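 further: 0% = neutral control wells and 100% = L-leucinethiol positive control wells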
RAD54 branch: inhibitors of human RAD54 branch migration, primary screen, biochemical, fluorescence, single point; DNA repair and recombination protein RAD54-like (Homo sapiens), Q92698; RAD54 Holliday junction branch migration, FAM/BHQ fluorescence; inhibition, % at 10.4 µM; hit rate 0.14% among 360,000;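 active means mean normalized replicate activity at least 40 and at least half of replicates scoring 40 or more; inconclusive means only one of the two criteria met; inactive means mean below 40 and under half of replicates reaching 40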;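 further: 0% = median of neutral control wells and 100% = median of positive control wells; inhibitors cause a drop in the FAM fluorescence signal; in these data hits start at about 50%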
esBAF inh: Bmi1 luciferase reporter increase in mESCs, primary screen, esBAF inhibitor project, mouse ES cells, Bmi1 luciferase knock-in, single point | 24 h; 100% = twice the neutral-well signal | reporter increase, % at 12.5 µM | hit rate 2% among 350,000; in the data active means activation above about 40%; inconclusive means no clear call, values can overlap the other calls;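 further: 0% = median of the plate's neutral control wells and 100% = double that signal; a rise in the Bmi1 reporter signal indicates esBAF inhibition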
E-selectin induc: E-selectin induction in HUVECs, primary screen, imaging, HUVEC, immunofluorescence imaging, single point. P16581. normalized: neutral wells 0, TNF-alpha wells 100. activation, % at 7.58 µM. hit rate 0.37% among 260,000. AID 686992, 2013;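 active means mean E-selectin-positive cell signal at least 10% of the positive control, reached in at least 60% of replicates, without over 20% cell loss; inconclusive means no rule given, readout overlaps actives, possibly toxicity-flagged; inactive means the rest, including those meeting only one limit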;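 further: in these data hits start at about 27%; measured in HUVEC primary endothelial cells; signal is the percent of cells scored E-selectin positive by PE staining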
Target sequence (P16581 whole entry, looked up): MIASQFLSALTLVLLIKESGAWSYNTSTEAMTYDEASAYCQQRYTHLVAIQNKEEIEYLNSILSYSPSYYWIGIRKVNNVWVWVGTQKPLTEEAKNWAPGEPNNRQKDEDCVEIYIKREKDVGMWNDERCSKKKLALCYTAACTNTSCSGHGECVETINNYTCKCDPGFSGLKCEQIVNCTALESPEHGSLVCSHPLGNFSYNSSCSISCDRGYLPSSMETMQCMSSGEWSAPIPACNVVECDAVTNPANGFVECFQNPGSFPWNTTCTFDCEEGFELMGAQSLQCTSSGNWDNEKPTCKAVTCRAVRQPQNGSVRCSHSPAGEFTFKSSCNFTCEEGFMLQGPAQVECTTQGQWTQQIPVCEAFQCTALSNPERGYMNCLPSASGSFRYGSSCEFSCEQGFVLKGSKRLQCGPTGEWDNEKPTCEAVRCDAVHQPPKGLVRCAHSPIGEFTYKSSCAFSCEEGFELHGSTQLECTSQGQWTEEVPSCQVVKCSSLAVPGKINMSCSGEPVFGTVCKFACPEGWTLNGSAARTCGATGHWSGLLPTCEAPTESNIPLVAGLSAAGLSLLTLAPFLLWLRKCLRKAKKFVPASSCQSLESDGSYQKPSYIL
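System: HUVEC, human umbilical vein endothelial cells; quantity: 3,000 cells/well; buffer or medium: EGM-2 medium, gelatin-coated wells; dosing: single-point compound dose; detection: immunofluorescence imaging; evaluation: % PE-positive cells; benchmarks: TNF-alpha, DMSO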
S100A4 inh HTS: inhibitors of S100A4-myosin IIA peptide binding, primary screen, biochemical, fluorescence polarization, TAMRA-MyoIIA peptide; AID 652163, 2013; inhibition, % at 10.7 µM; hit rate 0.14% among 360,000;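 active means mean inhibition of at least 70% across replicates, with every replicate also reaching that level; inconclusive means mean inhibition reaches 70% but some replicates fall short; inactive means mean inhibition below 70%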
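incubation = readout 5 min after mixing, signal stable up to 60 min | system = S100A4 monomer protein | buffer or medium = HEPES pH 7.2 with CaCl2, KCl, NaCl, DTT, Triton | benchmarks = neutral control DMSO, positive control TFP | also added = fluorescent myosin IIA peptide, 5 nM | compound dosing = one concentration per compound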
Xi reactivation: activators of inactive X chromosome reactivation, primary screen, imaging, XiGFP fibroblasts, GFP high-content imaging, set 2; XiGFP mouse fibroblasts, % GFP-positive cells imaging, 3 d; cells co-treated with 5-aza-dC sensitizer; scaled so ellipticine positive control = 100%; activation, % at 7.58 µM; hit rate 0.055% among 360,000; AID 743238, 2013;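 active means mean normalized replicate activation at least 10% and every replicate at or above 10%; inconclusive means only one of the two criteria met; inactive means mean below 10% and not all replicates reach 10%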;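 further: 0% = median of on-plate neutral control wells and 100% = ellipticine 6 µM median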
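System: SV40-immortalized XiGFP fibroblast cells, line 68-5-11 / Incubation: 3-day compound exposure, then 15 min fixation at room temperature / Compound: single concentration per compound, delivered by pin transfer / Buffer or medium: DMEM plus 5-aza-dC sensitizer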
Starred values were filed as active, the others as inactive; i = inactive; ? = inconclusive; / = not tested or not shown; & = joins results of further samples.

SMILES	RAD52 inh	ERp5 block	ERAP1 HTS inh	RAD54 branch	esBAF inh	E-selectin induc	S100A4 inh HTS	Xi reactivation
CCOC(=O)c1csc(NC(=O)CCS(=O)(=O)c2ccc(Cl)cc2)n1	-33	3	-7	-1	-5	-0.3	-1	0.8
CCN1[C@@H]2c3ccc(-c4cccnc4)c(=O)n3C[C@H]1[C@H](CO)[C@H]2C(=O)NC1CCCC1	-29	-4	0	/	/	-0.2	10	0.1
C=C1CC[C@@H]2[C@](C)(CO)[C@H](O)CC[C@@]2(C)[C@@H]1C/C=C1/C(=O)OCC1O (some centres not stated)	-8	0	0	?	16	-0.2	-8	-0.1
C[C@@H]1CN([C@@H](C)CO)C(=O)c2cc(NS(=O)(=O)c3ccc(F)cc3)ccc2O[C@@H](C)CCCCO[C@H]1CN(C)C(=O)NC1CCCCC1	-66	1	1	/	2	3.9	-6	0.2&-0.1
C[C@@H]1CN([C@@H](C)CO)C(=O)c2cc(NC(=O)c3ccncc3)ccc2O[C@@H](C)CCCCO[C@H]1CN(C)C(=O)Nc1ccccc1	-15	-1	-4	0	-5	/	-2	0.2
CC(=O)Nc1sc2c(c1-c1nc3ccccc3s1)CN(C(C)C)CC2	i	1	1	67*	-82	0.7	-3	0.0
Cc1ccc2c(cnn2C(=O)CCC(=O)NCc2cccc(Br)c2)c1	-12	7	-1	0	0	0.1	-3	-0.3
CCOC(=O)CSc1nc2cccnc2n1C	-16	7	-2	-2	-2	/	-7	0.0
COc1cc(CCC(=O)Nc2c(C(=O)N3CCN(c4ccccc4)CC3)oc3ccccc23)on1	-9	-1	3	9	-3	/	-2	0.4
CCOC(=O)N1CCN(C(=O)CSc2nc3c(cnn3-c3ccccc3)c(=O)[nH]2)CC1	-6	-3	5	0	3	0.1	3	0.1
COCC(=O)N(CCN(C)C)Cc1cc2cc3c(cc2nc1Cl)OCO3	-1	-4	-1	/	/	/	1	-0.1
CNC[C@H]1OCCCC[C@@H](C)Oc2ccc(NC(=O)Nc3ccc(C(F)(F)F)cc3)cc2C(=O)N([C@H](C)CO)C[C@@H]1C	34	-3	3	3	-2	0.0	-2	-1.0
Nc1[nH]c(C(=O)c2ccccc2)c(-c2ccccc2C(F)(F)F)c1C(=O)NCCc1cccs1	-16	0	-4	/	/	-0.1	-1	0.1
O=C(NC1CCCCC1)C(c1ccccc1)N(Cc1ccco1)C(=O)c1csnn1 (configuration not stated)	-28	1	1	-3	-1	/	-3	0.1
Cc1cccc(C)c1NC(=O)C(C1CC1)n1c(-c2ccc(-c3ccccc3)cc2)nc2ccccc21 (configuration not stated)	-7	0	2	/	/	-0.3	-11	0.3
COc1cccc(-c2cn(CC[C@@H]3CC[C@H](NC(=O)CC4CC4)[C@H](CO)O3)nn2)c1	-2	3	0	-11	-4	-0.3	8	0.3
CCCCNc1cccc2c1S(=O)(=O)N[C@@H](C)CO2	1	5	-2	/	/	0.5	-1	-0.1
Cc1ccccc1S(=O)(=O)NC1OC(=O)C(Oc2ccccc2)=C1Br (configuration not stated)	-4	4	-1	/	/	/	0	0.0
CC(C)NC(=O)N(C)C[C@H]1Oc2c(NC(=O)c3nc4ccccc4s3)cccc2C(=O)N([C@@H](C)CO)C[C@H]1C	-6	-1	2	2	4	-0.3	20	-0.1
O=C(OCC1COc2ccccc2O1)c1ccccc1F (configuration not stated)	1	8	7	-15	30	/	-2	/
CC(C)c1nc2sc(C(=O)O)c(N)c2c2c1CCCC2	-10	-10	3	-8	-8	/	-7	-0.1
O=C(C[C@@H]1C=C[C@@H](NC(=O)C2CCOCC2)[C@H](CO)O1)NCc1ccncc1	-4	-5	-2	-2	-2	0.2	5	0.0
CCCCNc1nc2sc3c(c2c(=O)n1-c1cccc(Cl)c1)CCN(C)C3	-4	3	-3	/	/	/	-12	0.1
O=C(Cc1ccccc1)N1C[C@H]2[C@@H](c3ccccc31)[C@@H](CO)N2C(=O)c1cccc(F)c1	-1	-1	-1	-14	0	0.8	5	0.1
COc1ccc(S(=O)(=O)Nc2ccc3c(c2)C(=O)N([C@H](C)CO)C[C@H](C)[C@H](CN(C)C(=O)Nc2ccccc2)OCCCC[C@@H](C)O3)cc1	/	/	/	2	-2	-0.1	/	0.0

Further records follow.
SMILES	RAD52 inh	ERp5 block	ERAP1 HTS inh	RAD54 branch	esBAF inh	E-selectin induc	S100A4 inh HTS	Xi reactivation
COc1ccc(CN(CC(=O)NCC2CCCO2)C(=O)CCC(=O)Nc2nccs2)cc1 (configuration not stated)	2	7	2	11	-6	/	-1	0.3
O=C1NC(=Nc2ccccc2Cl)S/C1=C\c1ccc(C(=O)O)cc1	-29	2	5	1	9	-0.1	0	0.0
CN(C)/C=C/C(=O)c1ccc(Br)s1	-13	-2	-1	-4	16	0.1	-1	0.0
O=C(NNC(=O)c1ccccc1[N+](=O)[O-])Nc1ccccc1C(F)(F)F	0	-1	1	/	/	/	0	0.0
C[C@@H]1CN([C@@H](C)CO)S(=O)(=O)c2ccc(C#C[C@@H](C)O)cc2O[C@H]1CN(C)C(=O)C1CCC1	6	2	-1	0	-2	0.7	8	-1.2
O=C(c1ccoc1)N1CCCC(N2CCN(c3cccc(Cl)c3)CC2)C1 (configuration not stated)	-5	-15	0	-23	2	-1.3	-1	0.2
CC=Cc1ccc2n(c1=O)C[C@@H]1[C@@H](CO)[C@H](C(=O)NC3CCC3)N(CCC)[C@H]21 (mixture of isomers)	-27	-8	0	/	/	0.0	-3	0.4
CO[C@@H]1CN(C)C(=O)c2ccc(NS(=O)(=O)c3cccc(C)c3)cc2OC[C@@H](C)N(C(=O)Cc2cccnc2)C[C@H]1C	0	5	0	1	-7	-0.2	0	-0.1
CC(=O)[C@@]1(O)CC[C@H]2[C@@H]3CCC4=CC(=O)CC[C@]4(C)[C@H]3CC[C@@]21C	-8	1	-3	8	-6	0.0	1	-0.1
O=C(O)C1CCCN(S(=O)(=O)c2ccc3c(c2)OCCO3)C1 (configuration not stated)	-6	1	-1	/	/	/	0	0.0
CC=Cc1ccc2n(c1=O)C[C@@H]1[C@@H](CO)[C@H](C(=O)NC3CCCC3)N(Cc3ccccc3)[C@H]21 (mixture of isomers)	-11	6	6	3	-1	-0.5	0	0.6
COc1ccc(-c2cnc3c(c2)C(=O)N([C@@H](C)CO)C[C@H](C)[C@@H](CN(C)C(=O)Cc2ccccc2)O3)cc1	-13	1	3	1	-3	1.2	8	-1.0
Cc1ccc(C)c(OCc2ccc(C(=O)Nc3ccc([N+](=O)[O-])cn3)o2)c1	4	4	-1	-1	3	-0.1	-5	-0.1
Cc1cccc(N/C=C(\[N+](=O)[O-])S(=O)(=O)c2ccccc2)c1C	-28	-2	-1	/	/	-0.8	1	0.0
C[C@H]1CN([C@@H](C)CO)C(=O)c2cc(C#Cc3ccccc3F)cnc2O[C@@H]1CN(C)C(=O)c1ccc2c(c1)OCO2	13	2	-1	-3	3	-2.9	19	-1.2
O=C(NC1CCCC1)C1c2ccccc2OCC(=O)N1Cc1ccccc1 (configuration not stated)	-11	7	-1	/	/	/	-1	0.1
COc1cccc(CNC(=O)CCC2CCCN(C(=O)c3ccc(C)nc3)C2)c1 (configuration not stated)	-5	-13	-3	2	-6	/	1	0.0
Cc1ccc(SCC(=O)NC2CC2)cc1	0	5	-2	-9	-1	0.0	3	-0.1
O=C(CCn1c(=S)oc2ccccc21)N1CCN(c2ccc(F)cc2)CC1	-8	2	/	/	/	1.9	-4	0.1
OCCNCCSc1ccc(Cl)cc1	-20	-2	3	/	/	/	-3	0.0
Cc1ccc2cc(C#N)c(NCCNC(=S)NCCCN(C)C)nc2c1C	100*	0	6	/	/	/	2	-0.1
COc1ccc(S(=O)(=O)Nc2cccc3c2O[C@@H](CN(C)C(=O)NC2CCCCC2)[C@@H](C)CN([C@H](C)CO)C3=O)cc1	-33	1	4	5	-5	0.0	-2	0.0
CC1(c2nnnn2Cc2ccccc2)CCC(=O)N1C1CC1 (configuration not stated)	-3	4	1	/	/	-0.1	1	0.1
CSc1ccc(Cn2c(C)c(C(=O)NCc3cccs3)sc2=O)cc1	-19	9	/	-7	12	/	2	0.1
Cc1ccc(NC(=O)CCNS(=O)(=O)c2ccc3c(c2)CCC(=O)N3)cc1C	2	4	2	-5	-3	/	-1	0.0

The listing continues.
SMILES	RAD52 inh	ERp5 block	ERAP1 HTS inh	RAD54 branch	esBAF inh	E-selectin induc	S100A4 inh HTS	Xi reactivation
O=C(CSc1n[nH]c(-c2ccncc2)n1)Nc1ccc(Cl)cc1	-22	4	-2	/	-1	/	-2	0.0
C[C@@H]1CN([C@H](C)CO)C(=O)c2cccc(NS(=O)(=O)c3ccc(F)cc3)c2O[C@H]1CN(C)C(=O)Nc1cccc2ccccc12	-3	-2	0	0	-3	-0.1	-41	0.0
COc1cc(/C=C/C(=O)OCC(=O)c2ccccc2)cc(OC)c1OC	-4	-5	1	-1	-2	/	2	0.1
COc1ccccc1N1CCN(C(=O)c2cn(C)c3ccc(S(=O)(=O)N4CCOCC4)cc3c2=O)CC1	0	/	-3	5	3	-1.0	0	0.5
CC(/C=C/c1ccc(N(C)C)cc1)=N/N=C1/NC(=O)CC(C(=O)Nc2ccc(Cl)cc2)S1 (configuration not stated)	-44	4	0	4	/	0.4	-15	-0.1
COc1cc2c(cc1OC)CN(C1CCC(C)CC1)CC2 (configuration not stated)	-3	-1	-3	-4	-5	/	4	3.2
CC(=O)Nc1ccccc1C(=O)C(=O)Nc1cccc(Br)c1	-18	1	4	/	/	/	5	0.2
CCOC(=O)C1=C[C@@H](C(C)C)N(S(=O)(=O)c2ccc(C)cc2)[C@H]1c1ccc(C(C)C)cc1	0	5	-1	-8	-2	-0.2	-1	0.0
COc1cc(C(=O)NC2CCCc3ccccc32)ccc1OCC(=O)Nc1ccc(F)cc1 (configuration not stated)	-1	4	-1	/	/	/	-4	0.0
COc1ccccc1C(=O)N1C[C@@H]2[C@H](c3ccccc31)[C@@H](CO)N2C(=O)Nc1ccccc1	-21	3	1	-13	-1	0.1	-1	0.0
O=C(CSc1ncccn1)NC1CCS(=O)(=O)C1 (configuration not stated)	-1	-5	3	6	/	-0.1	2	0.1
C[C@H](CO)N1C[C@H](C)[C@@H](CN(C)C(=O)Cc2ccccc2)OCCCC[C@H](C)Oc2ccc(NS(=O)(=O)c3ccccc3)cc2C1=O	-16	0	-2	-7	2	0.2	-2	0.1
N#C/C(=C\c1cccc(NC(=O)c2ccccc2Cl)c1)C(=O)NCCc1ccccc1	-15	1	9	/	/	0.8	-2	0.2
